p53null 32C tox = kills p53 null cells at the permissive temperature | AID 903 | H1299-neo p53 null cells, ATP luminescence, 24 h, 32C | Potency, µM (titrated, usually from 46.1 µM), for inactives: at the highest dose activity change, negative = cytotoxicity, actives largely listed as cytotoxic | 55,000 tested, 0.62% active;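 also: 0% = DMSO only and -100% = full killing by 100 µM tamoxifen; nearly all actives have a fitted effect of over 55% in size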
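Cytotoxicity: H1299-neo (no p53), 32C, 24 h treatment. Concentrations up to 46 uM. Readout cellular ATP, luminescence. Normalization to DMSO basal and tamoxifen 100 uM maximal kill.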
p53null 39C tox = kills p53 null cells at the nonpermissive temperature. AID 904. 55,000 tested, 0.97% active. H1299 p53-null (neo) cells, 39C, ATPlite viability, 24 h. Potency, µM (doses to about 46.1 µM), inactives show top-dose activity, negative = cell killing, hits mostly cytotoxic;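 also: 0% = DMSO only and -100% = full killing by 100 µM tamoxifen; nearly all actives have a fitted effect of over 50% in size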
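Luminescent ATP signal reported cell survival after H1299 lines (neo, p53 null; or p53 A138V) received up to 46 uM compound and 24 hr incubation at 39C.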
* marks the source's active call; other numbers are inactive results; ? = inconclusive; [ ] = dose if it differs, or a comment. Calls follow the shape of the dose curve; as a rule, active = well fitted cell-killing curve with a large enough effect; inconclusive = small, poorly fitted or top-dose-only effect; inactive = no such curve, though single readings can be large or run the other way. Potency is read from the fitted curve at half-maximal effect. Some of the compounds tested; the hit share may differ from the screen's.

SMILES | p53null 32C tox | p53null 39C tox
O=S(=O)(NC1CCCCCC1)c1ccc(Br)s1 | -4% | 6%
COc1ccc(N(C(C)=O)S(=O)(=O)c2cccs2)cc1 | -2% | 6%
COc1cc(NC(=O)Cc2nn(C)c(=O)c3ccccc23)cc(OC)c1OC | 2% | 5%
CCOC(=O)c1ccc(NC(=O)CSc2nc3cccnc3n2C)cc1 | -6% | 17%
Clc1ccc(C2=Nn3c(nnc3-c3cccs3)SC2)cc1 | -4% | 21%
CCCC(=O)Nc1sc2c(c1C#N)CC(C)(C)NC2(C)C | -3% | -2%
CCCCn1c(CN2CCN(C(=O)c3ccco3)CC2)nc2c1c(=O)n(C)c(=O)n2C | 4% | 19%
CCOCCCNC(=O)C(c1ccc(OC)cc1)N(Cc1ccc2c(c1)OCO2)C(=O)CNC(C)=O (stereo not given) | 4% | -20%
CC1=C(C(=O)Nc2ccc(F)cc2)C(c2ccncc2)C2=C(CCCC2=O)N1 (stereo not given) | 1% | 31%
C#CCN(C)CC/C=C1\c2ccccc2CSc2ccccc21 | 0% | -1%
Cc1ccc(-n2nnnc2-c2cnoc2-c2cccc(F)c2)cc1 | 7% | -8%
COc1ccc(C2C(C(=O)N3CCCCC3)CCC(=O)N2c2cc(OC)c(OC)c(OC)c2)cc1 (stereo not given) | -11% | -10%
O=C(Nc1ccc(F)cc1)NC1(C(=O)NCc2ccc3c(c2)OCO3)CCCCC1 | 11% | 4%
O=C(Nc1ccccc1N1CCN(c2ccc(F)cc2)CC1)C12CC3CC(CC(C3)C1)C2 | 3% | 15%
CCOC(=O)c1c(N)sc(C(=O)N2CCCCC2)c1C | 1% | -13%
O=C(CCCOc1ccc(Cl)cc1Cl)n1nnc2ccccc21 | 3% | -8%
O=C1CN(C(=O)c2ccc(Br)o2)C(c2ccc(F)cc2)c2cc(F)ccc2N1 (stereo not given) | -11% | 15%
N#C/C(C(=O)NCc1ccco1)=C1/SC(Cc2ccc(Cl)cc2)C(=O)N1c1ccccc1 (stereo not given) | 6% | 19%
Cc1cc2n(n1)SC(Nc1cc(Cl)ccc1Cl)N2 (stereo not given) | 9% | 16%
Cc1cc(N2CCCC2)nc(SCC(=O)c2ccccc2)n1 | 5% | 35%
CCOC(=O)CSc1nc(N(C)C)nc(N(C)C#N)n1 | -9% | -7%
O=C(CN1CCCc2ccccc21)N/N=C/c1ccc(O)cc1O | -30% | ?
CC(C)N(C(=O)CSc1nnc(NC(=O)c2cccs2)s1)C(C)C | -9% | -14%
CC(OC(=O)c1nsc(Cl)c1Cl)C(=O)NC(C)(C)C (stereo not given) | 1% | -14%
CC1=C(C(=O)OCc2ccccc2)C(c2ccsc2)C(C#N)=C(N)O1 (stereo not given) | -7% | -3%
CCOC(=O)c1ccccc1NC(=S)N1CC(C)CC(C)C1 (stereo not given) | -8% | 26%[1.84 µM]
Cc1ccc(C2NC(=O)NC(O)(C(F)(F)F)C2C(=O)c2ccccc2)o1 (stereo not given) | 4% | 0%
COc1cccc(C(c2sc3nc(C)nn3c2O)N2CCN(c3ccccc3F)CC2)c1 (stereo not given) | -5% | -2%
CCOc1ccc(N2C(=O)CC(NC3CCCCNC3=O)C2=O)cc1 (stereo not given) | 5% | 3%
O=C1CCCc2c1[nH]c1ccc(Cl)cc21 | 8% | 6%
CC(C)c1ccc(S(=O)(=O)c2cc3cc(Br)ccc3oc2=O)cc1 | 8% | 8%
CC(=O)NC(CCS(C)(=O)=O)C(=O)Nc1cc(C)on1 (stereo not given) | 1% | 5%
CC(/C=N/NC(=O)c1cc(-c2ccc(C)o2)[nH]n1)=C\c1ccccc1 | 3% | -8%
O=C(O)C(Cc1cc2ccccc2[nH]1)N1C(=O)C2CC=C(Cl)CC2C1=O (stereo not given) | 7% | 19%
CC(C)OC(=O)CSc1nnc(CNc2ccc(Cl)cc2)n1Cc1ccccc1 | -4% | -21%
O=c1c(S(=O)(=O)c2ccc(Cl)cc2)cn(Cc2ccccc2F)c2ccc(F)cc12 | -6% | 2%
CCCCNC(=O)C1CCN(c2nc(OC)nc(OC)n2)CC1 | -13% | -13%
O=C(CN1C(=O)CSC1=O)NC1CCCCC1 | 0% | 8%
CCOC(=O)C1=C(N)OC2=C(C(=O)CC(C)(C)C2)C1c1cccs1 (stereo not given) | 7% | 13%
COc1ccc2o/c(=N/NC(=S)Nc3ccccc3)c(C(N)=O)cc2c1 | 11% | 1%[1.84 µM]
CCCC(=O)Nc1sc2c(c1C(=O)OC)C(C(=O)OC)CC2 (stereo not given) | 1% | -4%
O=C(CN1CCN(CCO)CC1)Nc1ccccc1 | -9% | 3%
O=C(CSCCO)Nc1ccc(C23CC4CC(CC(C4)C2)C3)cc1 | -2% | -10%
CCn1cc([N+](=O)[O-])c(C(=O)N2N=C(c3ccc4ccccc4c3)CC2c2ccccc2O)n1 (stereo not given) | 23% | 8%
O=C(NC1CCCCC1)NC1(C(=O)N2CCN3CCCC3C2)CCCCC1 (stereo not given) | 2% | 11%
Oc1ccc(N2CCN(C(c3ccccn3)c3nnnn3C3CCCC3)CC2)cc1 (stereo not given) | 10% | -7%
Cc1c(C(=O)O)sc2nc3n(c(=O)c12)CCC(C)CC3 (stereo not given) | -9% | -1%
O=C(O)CCCN=CC1=C(O)C(C(=O)c2ccccc2)CCC1=O (stereo not given) | -4% | 1%
N#Cc1cn(CCOc2ccc(F)cc2)c2ccccc12 | -9% | -9%
Cn1c(=O)c2c(nc(SCC(=O)NCc3ccc4c(c3)OCO4)n2Cc2ccc(Cl)cc2)n(C)c1=O | -10% | 41%
COc1cc(NC(=O)CSc2ccccc2)c(C(=O)O)cc1OC | -1% | 0%
O=C(COc1ccccc1)Nc1nccs1 | ? | -28%
O=C(CSc1nnc(CNc2cccc(C(F)(F)F)c2)n1Cc1ccco1)NCc1ccco1 | 3% | 0%
O=S(=O)(c1ccc(N2CCN(CCO)CC2)nc1)N1CCCCC1 | 2% | 10%
Cc1cc(NC(=O)CCC(=O)N(Cc2ccco2)C(C(=O)NC2CCCCC2)c2ccccc2)no1 (stereo not given) | -8% | -4%
O=C(Nc1ccccc1Cl)c1ccc(S(=O)(=O)N2CCOCC2)cc1 | -8% | -7%
COC(=O)C(C(=O)OC)C(C(=O)OC)C(C(=O)OC)C(=O)OC | 8% | 13%
CCn1cc(Br)c(C(=O)Nc2ccc(Cl)c(Cl)c2)n1 | -8% | -13%
Cc1cccc(NC(=O)COC(=O)c2ccccc2-c2nc3ccccc3s2)c1C | -8% | 2%
O=c1[nH]c(CS(=O)(=O)c2ccccc2)nc2ccccc12 | -4% | -14%

Some values from above:
In p53null 32C tox, `O=C(CN1CCCc2ccccc21)N/N=C/c1ccc(O)cc1O` is entered as -30%
In p53null 32C tox, `O=C(CCCOc1ccc(Cl)cc1Cl)n1nnc2ccccc21` is entered as 3%
In p53null 39C tox, `O=c1[nH]c(CS(=O)(=O)c2ccccc2)nc2ccccc12` is entered as -14%
In p53null 32C tox, `COc1ccc2o/c(=N/NC(=S)Nc3ccccc3)c(C(N)=O)cc2c1` is entered as 11%

The list continues.
SMILES | p53null 32C tox | p53null 39C tox
CC(C)=CCCC(C)NC(=O)NC1CCCCC1 (stereo not given) | 1% | 13%
Cc1cc(C)n2c(SCc3c(C)noc3C)nnc2n1 | 1% | 17%
COc1cccc(CN2CCN(c3cccc(C(F)(F)F)c3)CC2)c1OC | -12% | -12%
O=C(O)CCn1c(=S)oc2ccccc21 | -5% | -5%
CC(c1nc2ccccc2o1)N1C(=O)c2ccccc2C1=O (stereo not given) | 0% | -1%
O=C(NCCC1=CCCCC1)C(=O)c1c[nH]c2ccccc12 | -14% | -16%
COc1ccc(CCNC(=O)CCN2C(=O)C3CC=CCC3C2=O)cc1OC (stereo not given) | -10% | -13%
CCSc1nnc(Cn2c(=O)sc3ccccc32)n1-c1ccccc1C | -4% | 14%
CCC/C=N/NC(=O)c1[nH]c2c([N+](=O)[O-])cccc2c1C | 1% | 9%[1.84 µM]
CC1CCCC(C)N1S(=O)(=O)c1ccc(S(=O)(=O)NCCc2ccncc2)cc1 (stereo not given) | 1% | 16%
Cc1ccc(OCc2ccc(C(=O)O)o2)c([N+](=O)[O-])c1 | -16% | 4%
CCOC(=O)c1ccc(NC(=O)COc2ccc(S(=O)(=O)NC(C)(C)C)cc2)cc1 | 6% | 2%
Cc1occc1C(=O)N1CCN(S(C)(=O)=O)CC1 | -1% | -12%
FC(F)Sc1ccc(Nc2ncnc3nc[nH]c23)cc1 | -16% | -24%
CCc1nnc(NC(=O)C2CCCN2S(=O)(=O)c2ccccc2)s1 (stereo not given) | -4% | 4%
Cc1ccc(C)c(Cn2nnc3c(=O)[nH]c(C(=O)NCC4CCCO4)nc32)c1 (stereo not given) | 0% | 4%
Cc1cnc2cc(Cl)c(Cl)cc2n1 | 0% | -3%
O=C(O)C1CCCN1S(=O)(=O)c1ccccc1 (stereo not given) | 3% | 15%
COc1ccc(Br)cc1/C=N/Nc1cccc(C(=O)O)c1 | 2% | 1%[1.84 µM]
CCN(CC)S(=O)(=O)c1cc(C(=O)OCC(=O)Nc2cccc(C)c2C)ccc1F | -9% | -10%
Cc1ccc(C(=O)c2ccc(N3CCOCC3)c(F)c2)cc1 | -11% | -3%
Cc1ccccc1NC(=O)c1cc(S(=O)(=O)N2CCOCC2)cs1 | -13% | 15%
N#Cc1ccc(COC(=O)Cn2nnc(-c3ccccc3)n2)cc1 | -1% | 11%
O=C(O)CCC(=O)Nc1ccc(N2CCCCC2)c(C(=O)O)c1 | 8% | 32%
C=CCNC(=O)CSc1nnc(-c2ccncc2)n1CCc1ccccc1 | -1% | 21%
COc1ccccc1S(=O)(=O)Cc1ccc(C(=O)N2CCOCC2)o1 | -5% | 0%
O=S(=O)(c1cc(-c2nnc(-c3ccc(Br)cc3)o2)ccc1Br)N1CCCCCC1 | -3% | -14%
CN(C)CCCC1(O)c2ccccc2C=Cc2ccccc21 | -9% | -29%
O=[N+]([O-])c1ccccc1/C=N/n1c(C2CCCCC2)n[nH]c1=S | -17% | 9%
O=C(NC1CCCCC1)c1ccccc1NC(=O)C1CC(=O)N(c2ccccc2)C1 (stereo not given) | 6% | 23%
CC(=O)C1=C(O)C(=O)N(Cc2cccnc2)C1c1ccccc1 (stereo not given) | 5% | 15%
CCOC(=O)CSC(C)C(=O)Nc1nnc(C(C)C)s1 (stereo not given) | 10% | 18%
Cc1cc(=O)n(CCc2ccccc2)c(O)c1C#N | 10% | 4%
Cc1cc2n(c(=O)c1C#N)CCCN2c1cccc(Cl)c1 | 0% | -5%
CCn1c(Cc2ccccc2)nnc1SCC(=O)N1CCCCC1 | 2% | -9%
O=C(Nc1nc(-c2nc3ccccc3s2)cs1)C1COc2ccccc2O1 (stereo not given) | -4% | -5%
Cc1cc(-c2csc(NC(=O)c3cc4ccccc4o3)n2)c(C)n1C | -2% | -8%
Nc1ccc(Nc2ccccc2N)cc1 | 2% | -14%
Cc1nnc(Nc2ccccn2)c2ccccc12 | -6% | -11%
CCCSc1nnc(Cn2c(=O)sc3ccccc32)n1C | -16% | 1%
COc1cc(/C=C2\S/C(=N/S(=O)(=O)c3ccccc3)NC2=O)c([N+](=O)[O-])cc1OC | -6% | 3%
Clc1ccc(-c2nc3n(n2)Cc2ccccc2-3)cc1 | ? | ?
COC(=O)C1=C(Nc2ccc(C)cc2)C=C(C)C(C(=O)OC)C1c1ccc(OC)cc1 (stereo not given) | 24% | 7%
O=C(NCc1ccccc1)c1c[nH]c2cc3c(cc2c1=O)OCCO3 | -25% | 0%
COC(=O)C(C)(C)ONC(=O)Nc1ccccc1 | -1% | 21%[1.84 µM]

Quoted at random: 2 compounds from above, in no set order.
SMILES | p53null 32C tox | p53null 39C tox
Clc1ccc(-c2nc3n(n2)Cc2ccccc2-3)cc1 | ? | ?
Nc1ccc(Nc2ccccc2N)cc1 | 2% | -14%

Structural class: the entries above with a Cl atom
SMILES | p53null 32C tox | p53null 39C tox
Clc1ccc(C2=Nn3c(nnc3-c3cccs3)SC2)cc1 | -4% | 21%
O=C(CCCOc1ccc(Cl)cc1Cl)n1nnc2ccccc21 | 3% | -8%
N#C/C(C(=O)NCc1ccco1)=C1/SC(Cc2ccc(Cl)cc2)C(=O)N1c1ccccc1 (stereo not given) | 6% | 19%
Cc1cc2n(n1)SC(Nc1cc(Cl)ccc1Cl)N2 (stereo not given) | 9% | 16%
CC(OC(=O)c1nsc(Cl)c1Cl)C(=O)NC(C)(C)C (stereo not given) | 1% | -14%
O=C1CCCc2c1[nH]c1ccc(Cl)cc21 | 8% | 6%
O=C(O)C(Cc1cc2ccccc2[nH]1)N1C(=O)C2CC=C(Cl)CC2C1=O (stereo not given) | 7% | 19%
CC(C)OC(=O)CSc1nnc(CNc2ccc(Cl)cc2)n1Cc1ccccc1 | -4% | -21%
O=c1c(S(=O)(=O)c2ccc(Cl)cc2)cn(Cc2ccccc2F)c2ccc(F)cc12 | -6% | 2%
Cn1c(=O)c2c(nc(SCC(=O)NCc3ccc4c(c3)OCO4)n2Cc2ccc(Cl)cc2)n(C)c1=O | -10% | 41%
O=C(Nc1ccccc1Cl)c1ccc(S(=O)(=O)N2CCOCC2)cc1 | -8% | -7%
CCn1cc(Br)c(C(=O)Nc2ccc(Cl)c(Cl)c2)n1 | -8% | -13%
Cc1cnc2cc(Cl)c(Cl)cc2n1 | 0% | -3%
Cc1cc2n(c(=O)c1C#N)CCCN2c1cccc(Cl)c1 | 0% | -5%
Clc1ccc(-c2nc3n(n2)Cc2ccccc2-3)cc1 | ? | ?
